# GSTO1 counter: blocks human GSTO1 in RBBP9 counter-screen. P78417. recombinant GSTO1, activity-based probe fluorescence polarization. inhibition, % at 5.96 µM. hit rate 1.1% among 300,000;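 active = inhibition above the campaign mean inhibition plus 3 SD, cut at about 35% in these data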;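 also: 0% = GSTO1-1 with DMSO and 100% = wells lacking GSTO1-1 enzyme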
# Target sequence (P78417 whole entry, looked up): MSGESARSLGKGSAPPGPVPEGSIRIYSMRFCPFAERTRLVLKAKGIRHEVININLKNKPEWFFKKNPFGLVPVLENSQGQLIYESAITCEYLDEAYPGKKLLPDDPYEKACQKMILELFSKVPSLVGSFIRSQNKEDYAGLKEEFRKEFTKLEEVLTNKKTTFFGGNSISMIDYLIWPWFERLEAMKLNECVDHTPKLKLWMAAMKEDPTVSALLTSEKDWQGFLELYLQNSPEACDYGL
# ZTA counter: counter-screen for EBNA-1 inhibitors: inhibitors of Epstein-Barr virus ZTA. P03206. ZTA-DNA binding, fluorescence polarization. inhibition, % at 11 µM. hit rate 0.15% among 320,000. AID 2234; in the data active = inhibition above about 33%
# LYPLA2 inh: blocks human lysophospholipase 2, a PME1 counter-screen | inhibition, % at 5.9 µM | hit rate 0.38% among 320,000 | recombinant LYPLA2, FP-Rh probe fluorescence polarization | O95372;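 active = inhibition above the screen-wide mean plus 3 SD, limit set per campaign, cut at about 26% in these data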;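 also: 0% = LYPLA2 with DMSO and 100% = wells lacking LYPLA2 enzyme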
# PAFAH2 FP inh: PAFAH2 (human) inhibition; Q99487; recombinant PAFAH2, FP-rhodamine activity probe, fluorescence polarization; inhibition, % at 3.39 µM; hit rate 0.99% among 340,000;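 active = inhibition above the mean over all tested compounds plus 3 SD, cut at about 30% in these data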;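 also: inhibitors block probe labeling of enzyme so polarization drops; 0% = enzyme with DMSO and 100% = wells lacking PAFAH2 protein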
# EBNA-1 inh: blocks EBNA-1 binding to DNA. AID 1950. hit rate 0.34% among 300,000. inhibition, % at 14.8 µM. EBNA-1 DNA binding, fluorescence polarization; in the data active = inhibition above about 28%
# PAFAH1B3 inh: inhibitors of human PAFAH1B3; hit rate 0.28% among 340,000; recombinant PAFAH1B3, FP-rhodamine probe, fluorescence polarization; inhibition, % at 3.39 µM; Q15102;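 active = inhibition above the screen-wide average of all tested compounds plus 3 SD, cut at about 25% in these data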;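 also: 0% = enzyme with DMSO only and 100% = wells lacking PAFAH1B3 protein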
# LYPLA1 counter: counter-screen for PME1 inhibitors: inhibitors of human LYPLA1 | recombinant LYPLA1, FP-Rh probe fluorescence polarization | inhibition, % at 5.9 µM | hit rate 0.16% among 320,000;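 active = inhibition above the mean of all tested compounds plus 3 SD, set per campaign, cut at about 14% in these data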;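 also: inhibitors block serine hydrolase probe labeling of LYPLA1 so polarization falls; 0% = enzyme with DMSO and 100% = wells lacking LYPLA1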
# PAD4 FP inh: PAD4 (human) enzyme inhibition; Q9UM07; recombinant PAD4, RCA probe fluorescence polarization; inhibition, % at 6.36 µM; hit rate 0.41% among 330,000; AID 485272;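 active = percent inhibition above a cutoff equal to the mean of all tested compounds plus 3 SD, cut at about 15% in these data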;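 also: 0% = PAD4 with RCA probe and DMSO and 100% = probe without PAD4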
# PREPL inh: inhibitors of human prolyl oligopeptidase-like enzyme PREPL; recombinant PREPL, fluorescence polarization activity-based probe; inhibition, % at 5.96 µM; AID 2751; hit rate 0.68% among 320,000; in the data active = inhibition above about 43%;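 also: 0% = enzyme with DMSO and 100% = wells lacking enzyme; many of its hits are not listed in these tables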
# Target sequence (Q4J6C6 whole entry, looked up): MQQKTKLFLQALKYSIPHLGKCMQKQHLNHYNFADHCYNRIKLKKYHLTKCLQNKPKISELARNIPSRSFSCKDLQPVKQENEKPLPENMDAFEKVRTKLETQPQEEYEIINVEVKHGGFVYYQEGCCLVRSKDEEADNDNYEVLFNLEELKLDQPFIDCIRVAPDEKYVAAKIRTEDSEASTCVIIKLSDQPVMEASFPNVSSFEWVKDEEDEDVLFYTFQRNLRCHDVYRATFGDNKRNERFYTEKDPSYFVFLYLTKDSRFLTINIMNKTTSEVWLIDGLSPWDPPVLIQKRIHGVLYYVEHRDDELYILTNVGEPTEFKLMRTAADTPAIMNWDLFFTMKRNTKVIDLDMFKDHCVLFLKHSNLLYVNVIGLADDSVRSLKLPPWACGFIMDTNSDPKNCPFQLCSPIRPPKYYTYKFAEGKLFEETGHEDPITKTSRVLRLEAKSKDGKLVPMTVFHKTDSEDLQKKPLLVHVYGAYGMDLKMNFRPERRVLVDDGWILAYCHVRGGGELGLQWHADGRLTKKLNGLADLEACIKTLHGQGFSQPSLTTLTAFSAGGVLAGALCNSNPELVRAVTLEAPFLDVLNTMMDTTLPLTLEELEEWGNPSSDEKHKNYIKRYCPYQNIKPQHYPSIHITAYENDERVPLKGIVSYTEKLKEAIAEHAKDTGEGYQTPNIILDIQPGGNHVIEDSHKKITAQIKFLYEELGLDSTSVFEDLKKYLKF
# Active calls of the source: *; · = not tested or not shown. A portion of the library (hit frequency here may not be typical).
SMILES,GSTO1 counter,ZTA counter,LYPLA2 inh,PAFAH2 FP inh,EBNA-1 inh,PAFAH1B3 inh,LYPLA1 counter,PAD4 FP inh,PREPL inh
O=C(CCc1nc2ccccc2c(=O)[nH]1)OCC(=O)c1cccc(Cl)c1,0.3,22.1,-7.6,-0.2,4.6,-4.9,-4.4,0.2,-4.0
O=C(Nc1ccc(NC(=O)c2cc3ccccc3o2)cc1)c1ccc2c(c1)OCCO2,-1.7,14.3,-3.1,-17.9,14.2,-12.9,1.0,-1.8,6.6
CCOc1ccccc1/C=C(\C#N)C(=O)Nc1cccc(C(=O)O)c1,-8.6,-4.0,-0.7,21.7,-18.8,3.9,1.9,-6.8,-4.6
COc1cc2c(cc1O)C(Cc1ccc(O)cc1)NCC2 (configuration not stated),8.3,0.6,-0.9,-11.4,-3.2,1.1,-1.2,-2.6,11.5
CN(C(=O)C(Cl)Cl)C1CC2C=CC1C2 (configuration not stated),1.6,3.4,-5.3,-0.2,-1.9,8.2,-1.6,-3.1,-2.6
COc1ccc(NC(=O)CSc2nnc(-c3ccccn3)n2Cc2ccco2)cc1OC,-0.6,-13.7,-1.7,-6.6,-10.9,-2.8,-0.5,-4.1,1.6
Cc1ccc(NC(=O)COC(=O)c2cc(=O)c3ccccc3o2)c(Br)c1,·,·,·,0.1,·,10.4,·,-5.1,16.1
CCC(C(=O)NCCCN1CCN(CC)CC1)n1nc(C)n2c(cc3occc32)c1=O (configuration not stated),3.2,-8.5,-5.9,-0.5,-2.0,3.5,-4.2,-3.6,-3.0
O=C(COC(=O)c1cc(=O)[nH]c2ccccc12)c1ccc(Br)cc1,6.2,-6.7,3.2,-2.5,2.6,8.4,-2.9,-3.6,12.6
CCn1c(=O)n(CC)c2cc(S(=O)(=O)Nc3ccccc3C)c(C)cc21,-2.9,-4.1,-1.7,-1.2,7.0,2.1,-3.6,2.5,1.3
CCOc1cc(/C=C/C(=O)O)ccc1OCCOc1ccc(F)cc1,2.0,-8.1,-0.9,-12.1,-10.8,3.0,5.4,-1.7,-0.3
Cc1nnc(SCC(=O)Nc2cccc(Cl)c2)n1CC1CCCO1 (configuration not stated),-2.2,-18.1,3.6,-5.2,-20.9,-9.5,0.8,1.1,6.2
COc1cccc(NC(=O)NC2(C(=O)N3CCN(C)CC3)CCCCC2)c1,-1.5,-12.7,-2.5,-5.3,-0.5,5.7,-3.7,-1.7,-4.8
COC(=O)c1cn(C(=O)c2cccc(Br)c2)c2ccccc12,-4.1,5.8,3.5,1.3,-2.9,-5.5,-0.3,-0.5,1.2
CC(C)(C)OC(=O)N[C@H](Cc1ccccc1)C(=O)N1CCC(C(=O)O)CC1,-5.2,-7.7,5.1,2.5,-0.7,5.6,1.0,-3.2,-5.2

# Full records, quoted from the list. Order of values: GSTO1 counter, ZTA counter, LYPLA2 inh, PAFAH2 FP inh, EBNA-1 inh, PAFAH1B3 inh, LYPLA1 counter, PAD4 FP inh, PREPL inh
# Results for COc1cccc(NC(=O)NC2(C(=O)N3CCN(C)CC3)CCCCC2)c1 → -1.5, -12.7, -2.5, -5.3, -0.5, 5.7, -3.7, -1.7, -4.8
# Results for CN(C(=O)C(Cl)Cl)C1CC2C=CC1C2 (configuration not stated) → 1.6, 3.4, -5.3, -0.2, -1.9, 8.2, -1.6, -3.1, -2.6

# Further structures
SMILES,GSTO1 counter,ZTA counter,LYPLA2 inh,PAFAH2 FP inh,EBNA-1 inh,PAFAH1B3 inh,LYPLA1 counter,PAD4 FP inh,PREPL inh
COc1ccc(Cl)cc1-c1nc(SCC(=O)NC2CC2)n[nH]1,7.0,5.4,-5.6,10.0,-19.7,3.5,-1.1,-1.5,6.9
CCOC(=O)C(=NCCCN(C)C)NNc1cc(C(F)(F)F)ccc1Cl,0.6,17.2,13.6,-3.3,-8.9,7.6,-3.2,1.8,6.0
CCOC(=O)C12CNC(=O)C(C(=O)OCC)(CNC1=O)C2,6.1,-2.2,-4.6,-1.3,2.3,2.4,-0.8,2.5,-1.0
Cc1cccc(C)c1NS(=O)(=O)c1ccc2c(c1)NC(=O)CO2,14.8,-5.3,0.8,1.9,9.3,8.2,-0.3,-1.1,2.9
Cc1ccc(-c2c(C(=O)N/N=C/C3CCCCC3)nnn2-c2nonc2N)cc1,4.1,-10.7,2.1,1.8,-4.8,8.5,-1.9,-3.3,0.7
CC(=O)Nc1ccc(OCC(O)Cn2c3ccccc3c3ccccc32)c(C)c1 (configuration not stated),-5.9,0.6,-6.9,5.5,0.5,5.9,-10.7,0.3,45.0*
CC(Sc1nnc(C(F)(F)F)n1C)C(=O)Nc1ccc(N2CCOCC2)cc1 (configuration not stated),·,·,·,4.2,·,-2.0,·,-5.9,12.8
Cc1cc(NC(=O)CSc2nccn2-c2ccc([N+](=O)[O-])cc2)no1,2.1,13.7,-1.5,4.4,7.1,3.1,0.2,-3.0,0.0
O=C(Oc1cccc(C(=O)N2CCOCC2)c1)c1ccc(Br)cc1,-3.5,2.5,5.4,-0.6,4.8,-4.3,-0.6,-2.7,15.1
Cc1ccc(C(=O)CSc2nnc(-c3snnc3C)n2C2CC2)cc1,2.6,0.5,7.8,1.9,0.6,6.8,3.1,-1.4,12.7
COc1ccc(C(=O)OCC(=O)Nc2sccc2C(N)=O)cc1OC,2.4,5.5,2.2,22.0,-11.3,0.6,-1.2,0.0,-1.3
COc1ccc(CN2CCNC(=O)C2CC(=O)NC2CCCCCCC2)cc1OC (configuration not stated),-1.9,-3.3,10.8,2.8,4.2,3.6,4.5,-2.9,7.8
Cc1ccc(/C=N/NC(=O)COc2ccccc2-c2ccccc2)cc1,-0.1,7.0,2.2,-5.2,11.8,2.6,1.1,6.0,-5.9
CCCn1c(N)c(C(=O)CSc2nnc(-c3ccco3)n2Cc2ccccc2)c(=O)[nH]c1=O,5.9,-3.6,-5.9,-0.1,-6.7,-5.0,-5.0,-2.5,2.3
CCOc1ccc(CN(C)C(=O)c2cccnc2OCC)cc1OC,-8.8,3.9,3.4,0.5,-1.1,8.5,4.7,1.6,-3.3

# Seven compounds drawn at random from those above:
SMILES,GSTO1 counter,ZTA counter,LYPLA2 inh,PAFAH2 FP inh,EBNA-1 inh,PAFAH1B3 inh,LYPLA1 counter,PAD4 FP inh,PREPL inh
Cc1nnc(SCC(=O)Nc2cccc(Cl)c2)n1CC1CCCO1 (configuration not stated),-2.2,-18.1,3.6,-5.2,-20.9,-9.5,0.8,1.1,6.2
O=C(Nc1ccc(NC(=O)c2cc3ccccc3o2)cc1)c1ccc2c(c1)OCCO2,-1.7,14.3,-3.1,-17.9,14.2,-12.9,1.0,-1.8,6.6
CCOc1cc(/C=C/C(=O)O)ccc1OCCOc1ccc(F)cc1,2.0,-8.1,-0.9,-12.1,-10.8,3.0,5.4,-1.7,-0.3
COc1ccc(CN2CCNC(=O)C2CC(=O)NC2CCCCCCC2)cc1OC (configuration not stated),-1.9,-3.3,10.8,2.8,4.2,3.6,4.5,-2.9,7.8
CCOc1ccccc1/C=C(\C#N)C(=O)Nc1cccc(C(=O)O)c1,-8.6,-4.0,-0.7,21.7,-18.8,3.9,1.9,-6.8,-4.6
COc1ccc(NC(=O)CSc2nnc(-c3ccccn3)n2Cc2ccco2)cc1OC,-0.6,-13.7,-1.7,-6.6,-10.9,-2.8,-0.5,-4.1,1.6
CCn1c(=O)n(CC)c2cc(S(=O)(=O)Nc3ccccc3C)c(C)cc21,-2.9,-4.1,-1.7,-1.2,7.0,2.1,-3.6,2.5,1.3

# Next section
SMILES,GSTO1 counter,ZTA counter,LYPLA2 inh,PAFAH2 FP inh,EBNA-1 inh,PAFAH1B3 inh,LYPLA1 counter,PAD4 FP inh,PREPL inh
COCc1nnc(SCC(=O)NCc2ccccc2)n1-c1ccccc1,3.0,-8.5,3.9,10.3,-4.1,1.0,0.1,2.5,9.6
CCOC(=O)C1=C(C)NC(=S)NC1c1ccc(OC(=O)c2ccco2)cc1 (configuration not stated),1.1,0.0,-2.8,-1.3,-3.1,1.1,-7.3,1.0,40.6
CCc1ccc(CN2CCC(Oc3ccc(C(=O)NCc4ccccn4)cc3)CC2)o1,7.2,-2.2,9.8,-6.2,0.7,14.4,4.7,2.3,16.8
Nc1cc(Cl)ccc1C(=O)OCC(=O)NCc1cccs1,·,·,·,7.6,·,2.9,·,-1.3,15.2
CCOC(=O)/C(C#N)=C1\C(=O)N(Cc2ccccc2)c2ccccc21,4.3,0.7,4.9,4.4,-8.1,8.2,1.3,7.1,4.7
O=C(Cc1ccccc1)Nc1ccc(C(=O)Nc2ccc(O)cc2)cc1,1.6,-3.0,1.4,-3.2,2.1,3.5,-2.3,0.5,4.1
COc1ccc(NC(=O)CNC(=O)c2ccc([N+](=O)[O-])cc2)cc1,-0.8,-3.3,-2.5,6.8,4.6,6.5,-2.0,0.7,-6.9
O=C(CSc1nc(-c2ccccc2F)nc2nc[nH]c12)Nc1c(Cl)cc(Cl)cc1Cl,5.5,5.2,-7.0,·,-11.9,·,-5.3,1.9,5.8
COC(=O)c1sc2ccccc2c1NC(=O)c1cccs1,-1.7,1.4,-9.9,2.8,0.4,-0.6,-1.8,-1.4,-6.0
COc1ccc(Nc2nc(C)cc(C)c2C#N)cc1OC,2.2,-12.4,3.2,-7.0,-11.1,-0.8,-1.5,-0.7,5.0
CCN(CC)S(=O)(=O)c1ccc(C(=O)N2CCN(C3=NS(=O)(=O)c4ccccc43)CC2)cc1,5.0,-8.6,5.2,10.9,-7.6,-8.2,-1.5,2.5,-1.6
Cc1[nH]c2c(C)cccc2c1CN1CCC(CO)(Cc2ccccc2)CC1,5.9,-8.1,4.2,-7.3,-3.6,-0.1,0.7,-0.9,-3.2
CN(CC(=O)Nc1ccc(F)cc1Cl)Cc1cccs1,2.0,12.6,0.6,11.7,-10.0,-3.2,-1.0,-2.9,-12.4
COc1cccc(-c2nnc3sc(-c4ccccc4)nn23)c1,-1.7,-18.5,5.0,5.9,-5.1,7.4,-0.7,-1.4,5.1
N#Cc1ccc(C(=O)NNC(=O)c2ccncc2)cc1,5.2,3.3,6.0,-1.1,-1.3,8.6,2.5,2.5,8.7
Clc1ccc(CSc2nnc(CNc3cccc(Cl)c3)o2)cc1,1.8,4.2,-6.3,2.6,2.9,-1.5,-7.1,1.2,-10.2
Cc1cccc(OCC(=O)Nc2ccc3c(c2)OCO3)c1C,-1.0,-6.6,3.1,13.4,-3.3,2.4,5.0,-2.8,24.6
COc1ccc(OCC(=O)N/N=C/c2ccsc2)cc1,-6.7,3.5,2.2,6.4,-2.1,6.7,1.1,0.9,-3.1
Cc1cccc(-c2oc3ccccc3c2C#CCCO)c1,0.0,-13.0,-11.9,-0.2,1.5,3.1,-7.6,-0.2,4.8
CN(C)C(=O)N1CCC(C(=O)N2CCCC(C(=O)c3cccc4ccccc34)C2)CC1 (configuration not stated),9.6,-9.5,13.4,10.6,-9.1,0.4,1.7,3.0,5.4
Cc1ccc(CC2CC(=O)N(C(Cc3ccccc3)C(=O)O)C2=O)cc1 (configuration not stated),35.8*,-12.3,5.3,15.7,8.6,-1.2,3.7,-5.9,10.1
O=[N+]([O-])c1ccc(C[n+]2ccc(Cc3ccccc3)cc2)cc1,5.9,0.1,0.8,2.8,0.7,11.8,-0.2,-7.3,38.6
COC(=O)c1cc(NC(=O)c2ccoc2C)cc(C(=O)OC)c1,3.2,-1.0,-1.3,-8.6,-5.9,6.9,-5.8,0.6,-10.1
CC(=O)c1ccc(OCCCC(=O)NC2CCCCC2C)cc1 (configuration not stated),0.6,-0.9,6.8,-11.5,-3.3,-7.1,3.4,-0.3,4.4
CC1CCN(c2ncnc3ccccc23)CC1,-2.5,-4.8,0.8,3.4,3.4,5.7,1.5,3.0,-1.9
CC(Oc1ccccc1Cl)c1nnc(N)s1 (configuration not stated),3.4,-5.8,0.7,10.0,7.1,1.2,0.6,-1.6,-11.2
CC(=O)N1CCN(c2ncnc3sc(-c4ccccc4)cc23)CC1,-3.8,-8.2,9.0,1.9,8.7,-2.0,-0.1,1.2,-5.0
